Bioassay records from PubChem.
C-LANA FP: KSHV C-LANA DNA binding inhibition; MBP-C-LANA/FAM-LBS DNA binding, fluorescence polarization; actives 0.078% (n = 340,000); inhibition, % at 9 µM;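 active means highest replicate inhibition at or above 60% at 9 µM, even if other replicates fall short; inactive means all replicates below 60% inhibition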;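 further: 0% = neutral control wells and 100% = 4 µM acridine orange control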
SR-BI DiI-HDL act: enhances SR-BI lipid uptake from DiI-HDL. CHO ldlA[mSR-BI] cells, DiI-HDL uptake fluorescence, 3 h; 100 = double the neutral-control signal. AID 504775. activation, % at 12.5 µM. actives 0.096% (n = 320,000);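 active means mean replicate activation of at least 60% and every replicate at or above 60%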;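 further: 0% = median plate neutral-control signal and 100% = twice that signal; values of inactives mirror those of a sister screen read the other way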
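System: LDL receptor-deficient CHO ldlA cells overexpressing murine SR-BI | Timing: 3 h uptake period with compound, 37 °C | Medium: HEPES-buffered (25 mM, pH 7.4) F12 plus 0.5% BSA | Dosing: Single-point compound dose | Signal: Bottom-read fluorescence, 550/595 nm | Read-out: Retained DiI signal reflecting DiI-HDL uptake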
DAGLB inh: diacylglycerol lipase beta (human) inhibition; actives 0.059% (n = 340,000); Q8NCG7; HEK293T DAGLB membrane lysate, EnzChek fluorogenic substrate; inhibition, % at 5.17 µM; in the data active means inhibition above about 34%;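 further: 0% = enzyme with vehicle and 100% = wells lacking enzyme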
RTF Ca sens inh: cardiac RTF calcium desensitization | P19429+P45379 | IANBD-labeled cardiac RTF, Ca2+ fluorescence | inhibition, % at 7.15 µM | actives 0.12% (n = 340,000) | AID 493244;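 active means inhibition above the mean inhibition of all tested compounds plus 3 SD, cut at about 17% in these data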;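 further: assay run at fixed EC70 calcium of 1.6 mM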
cardiac RTF act: cardiac RTF calcium sensitization. IANBD-labeled TnC RTF fluorescence at EC20 calcium; 0% EC20 calcium, 100% full calcium. activation, % at 7.2 µM. actives 0.24% (n = 340,000);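 active means activation above the mean over all tested compounds plus 3 SD, cut at about 30% in these data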;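 further: rise in fluorescence read as greater calcium sensitivity of cardiac thin filaments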
Rtt109 Vps75: inhibitors of Candida albicans Rtt109/Vps75 histone acetyltransferase | purified Rtt109/Vps75, ThioGlo CoA-SH fluorescence, 4 h | inhibition, % at 34.9 µM | actives 0.16% (n = 330,000) | AID 540336;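 active means inhibition of at least 50% in every replicate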
Keap1-Nrf2 PPI: Keap1-Nrf2 (human) interaction inhibition | Q14145 | Keap1 Kelch-Nrf2 peptide fluorescence polarization, 1536-well | inhibition, % at 9.4 µM | actives 0.15% (n = 340,000) | AID 504523; in the data active means inhibition above about 12%;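 further: human Keap1 Kelch domain with fluorescein labeled Nrf2 9mer peptide probe; 0% = neutral control wells and 100% = peptide positive control; higher means more block of Keap1 binding to Nrf2 peptide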
Target sequence (Q14145 whole entry, looked up, the tested form may be a part): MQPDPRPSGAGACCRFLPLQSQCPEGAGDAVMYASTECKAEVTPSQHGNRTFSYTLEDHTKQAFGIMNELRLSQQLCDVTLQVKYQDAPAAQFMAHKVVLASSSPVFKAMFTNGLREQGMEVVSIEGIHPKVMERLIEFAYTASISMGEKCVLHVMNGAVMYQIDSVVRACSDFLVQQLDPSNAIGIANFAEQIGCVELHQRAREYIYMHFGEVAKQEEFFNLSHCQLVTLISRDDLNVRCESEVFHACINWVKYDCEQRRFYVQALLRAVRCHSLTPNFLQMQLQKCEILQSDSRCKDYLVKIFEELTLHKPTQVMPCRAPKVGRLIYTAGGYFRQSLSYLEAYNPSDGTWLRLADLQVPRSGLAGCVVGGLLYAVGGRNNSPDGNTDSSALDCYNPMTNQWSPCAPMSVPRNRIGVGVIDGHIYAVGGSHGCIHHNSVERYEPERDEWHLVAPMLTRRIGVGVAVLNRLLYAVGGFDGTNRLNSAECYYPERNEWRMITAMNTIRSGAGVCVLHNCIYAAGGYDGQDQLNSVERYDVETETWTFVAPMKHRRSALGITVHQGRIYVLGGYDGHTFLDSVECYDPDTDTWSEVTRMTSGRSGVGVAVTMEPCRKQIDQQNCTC
PKA-R2B activ: PKA-R2B complex activation. P22694+P31323. PKA-R2B holoenzyme dissociation, Cy5-IP20 fluorescence polarization; R2B truncated from residue 108, S112A mutant; 0% DMSO only, 100% 113 µM cGMP. activation, % at 11.4 µM. actives 0.079% (n = 340,000). AID 504700;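 active means activation above a cutoff set at the mean over all compounds plus 3 SD, cut at about 18% in these data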;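 further: higher means more holoenzyme dissociation and a rise in polarization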
Target sequence (P31323 whole entry, looked up, other chains not shown, the tested form may be a part): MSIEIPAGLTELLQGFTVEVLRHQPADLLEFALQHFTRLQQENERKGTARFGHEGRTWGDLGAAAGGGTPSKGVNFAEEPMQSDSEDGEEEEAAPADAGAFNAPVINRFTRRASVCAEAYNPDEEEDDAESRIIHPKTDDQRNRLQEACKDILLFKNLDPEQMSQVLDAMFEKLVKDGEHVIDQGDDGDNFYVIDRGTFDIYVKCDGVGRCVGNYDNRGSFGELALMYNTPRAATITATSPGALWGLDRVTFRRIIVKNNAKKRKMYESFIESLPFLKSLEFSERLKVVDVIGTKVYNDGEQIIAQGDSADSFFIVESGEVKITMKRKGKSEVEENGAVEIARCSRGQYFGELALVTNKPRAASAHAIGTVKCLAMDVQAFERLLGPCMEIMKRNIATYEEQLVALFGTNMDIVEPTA
CAL PDZ FP-1: CAL PDZ (human) peptide binding inhibition; Q9HD26; purified CAL PDZ, TMR-peptide fluorescence polarization, 1 h; inhibition, % at 24.9 µM; actives 0.92% (n = 300,000); AID 602252;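 active means mean inhibition of at least 30% with at least half of replicates also reaching 30%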;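 further: 0% = DMSO neutral control and 100% = excess unlabeled competitor peptide PRC23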
CAL PDZ FP-2: inhibitors of human CAL PDZ peptide binding | Q9HD26 | purified CAL PDZ, TMR-peptide fluorescence polarization, 1 h | inhibition, % at 20 µM | actives 0.02% (n = 330,000) | AID 504414;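 active means highest replicate inhibition of at least 40%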;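 further: plate controls were DMSO neutral control wells for no effect and unlabeled competitor peptide control wells for full effect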
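Material: tagged CAL PDZ domain; buffer or medium: 25 mM sodium phosphate pH 7.4, 150 mM NaCl, TCEP, IgG, Thesit; compound dosing: single point, 20 µM; schedule: 1 h incubation at room temperature before polarization reading; measured by: FP readout, S and P plane fluorescence; read-out basis: percent inhibition from loss of millipolarization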
* hit, by the source's call; nt = not tested or not shown.

SMILES	C-LANA FP	SR-BI DiI-HDL act	DAGLB inh	RTF Ca sens inh	cardiac RTF act	Rtt109 Vps75	Keap1-Nrf2 PPI	PKA-R2B activ	CAL PDZ FP-1	CAL PDZ FP-2
Cc1oc(/N=C/c2ccc(F)cc2)c(C#N)c1C	3.3	-10	0	-9	-1	-2	-2	3	-1	0.1
Cc1ccc(S(=O)(=O)CCC(=O)OCC(=O)c2cc(C)n(C)c2C)cc1	-1.9	11	1	-4	-1	1	2	11	-1	0.0
C=CCN(CC=C)Cc1nc(N)nc(Nc2ccccc2C)n1	-0.1	10	-1	-5	0	-5	1	-6	nt	-1.1
CN(C)C(=S)Nc1cccc(C(F)(F)F)c1	0.9	-3	-2	3	-2	7	-1	-8	-3	-0.6
CCOCCCNc1nc2c(c(=O)n(C)c(=O)n2C)n1CCCc1ccccc1	-1.9	21	1	-6	9	1	2	-6	-1	-1.4
COC(=O)c1cc2sccc2n1CC(=O)Nc1cc(OC)cc(OC)c1	0.6	-13	-6	-8	3	29	-5	1	-2	-3.1
Cc1cc(F)ccc1S(=O)(=O)N1CCCOC1CNC(=O)C(=O)NCCCN1CCOCC1 (stereo not drawn)	-1.0	22	-1	-2	-2	-2	-4	-3	-7	-11
Cc1c(C(=O)N2CCCC2)oc2c1-c1[nH]ncc1CC2	-0.5	16	0	5	-6	-5	-1	-6	nt	-1.6
CNC(=O)COc1ccccc1C(=O)Nc1ccc2c(c1)oc1ccccc12	-0.5	-59	-2	0	6	-10	-4	-4	nt	-1.6
O=C(CC1(CC(=O)N2CCOCC2)CCCC1)Nc1ccc(F)cc1	3.6	8	-2	-8	13	3	-3	4	4	-1.2
COc1ccccc1NS(=O)(=O)c1ccc2c(c1)CCN2C(=O)CCC(=O)O	-1.6	-20	0	-1	-1	-2	0	-1	-5	nt
O=C(CC(Sc1ccc(Br)cc1)C(=O)O)c1ccc(F)cc1 (stereo not drawn)	1.3	3	0	-4	0	5	-4	-1	3	nt
CC(=O)c1cccc(NC(=O)C(NC(C)C)c2ccccc2)c1 (stereo not drawn)	0.7	-10	-2	-1	1	-1	-2	1	-11	-0.2
CN(C)CC1CCCCC1OC(=O)c1ccc(Cl)cc1Cl (stereo not drawn)	1.1	-1	0	-21	7	-2	-6	3	-2	-2.1
CCN(CC)c1ccc(C=Nc2cc(C)cc(C)c2)c(O)c1	-0.7	10	1	0	3	1	1	-7	-4	0.1
CCOC(=O)C1CCN(S(=O)(=O)c2cccc(-c3cn4cc(C)ccc4n3)c2)CC1	0.4	-1	-4	4	1	8	1	-13	-2	0.6
COc1ccc(COC(=O)c2cccc(S(=O)(=O)N3CCN(C(C)=O)CC3)c2)cc1	-0.4	-17	-2	-4	-3	4	0	-2	-4	-1.9
Nc1c(Cl)cc(C(=O)NC2CC2)cc1Cl	0.7	8	-1	-6	-1	5	1	-8	5	-0.3
CCN1c2ccccc2-c2nc3ccccc3n2C1c1cccs1 (stereo not drawn)	-1.5	-32	1	-8	-5	7	5	-6	5	6.6
COc1ccc(/C=C(\C#N)C(=O)Nc2ccccn2)cc1	-0.8	-1	-2	-5	1	-12	0	6	-3	-1.1
O=C(Cc1cccs1)NCc1cccs1	-0.3	23	-4	-4	1	-3	4	-2	-4	0.3
CCOC(=O)c1cccc(NC(=O)CSc2nc3cccnc3n2C)c1	2.3	-37	-1	-8	-4	-12	-4	-6	-7	nt
COC(=O)C1=C(C)N(c2cc(C)cc(C)c2)/C(=C/c2ccc(O)cc2)C1=O	0.5	-58	5	0	-9	-1	-16	7	1	-1.4
COC(=O)c1ccc(NC(=O)C(=O)N2CCN(C(=S)Nc3cccc(OC)c3)CC2)cc1	-1.4	nt	-1	-7	-2	5	3	-6	-6	0.2
CCCCn1nc2cc(C(=O)NCC3CC3)ccc2c1OCC	0.3	-18	-1	-5	15	-20	-4	-11	-5	-1.8
Cc1sc(NC(=O)c2ccccc2)c(C(=O)c2ccccc2)c1C	-1.0	10	-16	-3	-4	2	-5	0	-3	-1.0
C(=N\n1cncn1)/c1ccc(N2CCOCC2)cc1	0.5	14	-5	-2	2	-1	2	-6	-4	0.0
CCN(CCn1cccn1)C(=O)c1cc(COc2ccccc2SC)on1	0.7	-33	1	-2	-1	1	4	-8	-4	-1.3
Cc1nn(-c2ccccc2Cl)c(Cl)c1/C=C(\C#N)C(N)=O	-0.1	-6	0	-5	-1	-5	-2	2	-2	-2.8
O=C(COC(=O)CNC(=O)c1ccc(Cl)cc1)Nc1cccc(S(=O)(=O)N2CCCC2)c1	-0.9	nt	-7	-3	5	6	2	7	0	-1.7
Cc1ccc2c(Cl)c(C(=O)N/N=C/c3cccn3C)sc2c1	-0.2	-12	1	-3	-3	2	-1	-1	-1	0.5
O=C(CSc1nnc(CNc2ccc(F)cc2)n1Cc1ccco1)N1CCCC1	-0.7	-11	4	-4	1	1	2	-2	-5	nt
CN(Cc1ccccc1)S(=O)(=O)c1ccc(OCC(=O)N2CCOCC2)cc1	2.1	-2	-1	9	1	-2	0	4	-4	0.4
COc1ccc(NC(C)C(=O)N/N=C/c2cc(Br)ccc2OC)cc1 (stereo not drawn)	-1.3	-22	5	0	5	5	2	-3	-2	0.8
COCCn1c(-c2ccc(C)cc2)nc2oc3cc(OC)ccc3c(=O)c2c1=O	-6.0	-62	-1	-11	15	4	-4	4	nt	-2.6
Cc1cc(C)nc(N(C#N)Cc2cccc([N+](=O)[O-])c2)n1	0.0	-25	0	-10	-7	1	1	2	46*	-1.4
Cc1occc1C(=O)N1CCN(S(C)(=O)=O)CC1	-1.5	13	2	-5	1	7	1	-7	-13	nt
CC1CCCN(C(=O)COC(=O)CNC(=O)c2sc3ccccc3c2Cl)C1 (stereo not drawn)	0.9	-16	-1	2	-4	7	-1	-9	-6	-1.0
C[C@@H]1CN([C@@H](C)CO)C(=O)c2cc(NC(=O)Nc3ccc4c(c3)OCO4)ccc2O[C@H]1CN(C)S(=O)(=O)c1ccc(F)cc1	-0.9	-47	3	-11	-3	3	0	10	-5	-0.4
CC1=NN(CCC#N)C(=O)/C1=C/c1ccc(N(C)C)cc1	0.0	22	11	-2	-2	-1	-7	1	0	-0.8
O=C(O)c1cc(O)c2c(c1)[C@H]([C@H]1c3cc(C(=O)O)cc(O)c3C(=O)c3c(O[C@@H]4O[C@H](CO)[C@@H](O)[C@H](O)[C@H]4O)cccc31)c1cccc(OC3O[C@H](CO)[C@@H](O)[C@H](O)[C@H]3O)c1C2=O (stereo partly drawn)	14	17	5	53*	-63	17	-3	10	1	23
COc1ccc(NC(=O)[C@@H](NC(=O)N2C[C@H]3C[C@@H](C2)c2cccc(=O)n2C3)C(C)C)cc1OC	0.3	9	-3	-9	2	4	-2	0	8	-0.4
CCC(Sc1nc(C)cc(=O)[nH]1)C(=O)Nc1ccc(Cl)cn1 (stereo not drawn)	0.9	8	-7	-2	-1	-8	-2	-2	nt	-2.0
COc1cccc(O)c1CN1CCC(Oc2ccc(C(=O)NCc3ccccn3)cc2)CC1	-0.1	-18	-2	-6	-4	0	2	-1	-3	-2.2
O=C(Nc1ccon1)c1ccc(Br)o1	-0.5	7	-2	4	4	2	-6	-10	nt	0.1
CN(c1ccccc1)S(=O)(=O)c1ccc(C(=O)Nc2nnc(C3CC3)s2)cc1	0.0	nt	-1	-15	-2	9	-8	-1	0	-0.5
Cc1ccc(C)n1-c1ccc(C(=O)NCc2ccncc2)cc1	-0.4	5	1	0	6	-46	-7	-1	2	-9.2
CCOCCCNC(=O)CN1C(=O)COc2ccc(S(=O)(=O)N3CC(C)CC(C)C3)cc21 (stereo not drawn)	0.1	2	1	8	1	-5	0	5	5	-2.1
COc1cc(NC(=O)CCn2c(=O)oc3ccccc32)cc(OC)c1OC	-0.5	-6	-3	-1	2	0	-1	-13	-8	-2.0
Fc1ccccc1OCCSc1nnnn1-c1ccccc1	-0.6	-4	-14	-5	3	1	-4	-8	nt	1.1
CCCNC(=O)CSc1nccn1Cc1ccco1	2.3	10	-1	-5	-2	-18	-1	-5	-4	nt
CC(Nc1c([N+](=O)[O-])c(=O)oc2ccccc12)c1ccccc1 (stereo not drawn)	1.1	13	-1	5	10	35	0	-10	-1	0.4
CCn1c(-c2ccco2)n[nH]c1=S	-0.2	-1	3	-1	1	-22	-3	3	1	-0.9
COC(=O)/C(=C1/Oc2ccc(C)cc2S1)C(F)(F)F	-0.7	4	-8	-1	-5	nt	1	-9	-5	-2.6
CCOC(=O)C1=C(C)NC(=O)NC1/C(C)=C/c1ccccc1 (stereo not drawn)	0.4	0	0	-5	-2	-1	3	2	nt	-3.2
COC(=O)C(Cc1ccccc1)NC(=O)c1cccc(S(=O)(=O)N(C)C)c1 (stereo not drawn)	-0.7	30	-3	-5	-5	-11	-4	-14	8	0.5
COc1ccccc1NC(=O)CSc1nc2c(oc3ccccc32)c(=O)n1C	0.4	-4	-2	-7	3	4	4	0	3	-4.6
CCC(=O)NC(=S)NNC(=O)c1ccc(OC)cc1	1.1	21	1	-15	9	12	-2	-5	-3	-2.9
COc1ccccc1OCCCC(=O)Nc1ccc(N2CCOCC2)cc1	-2.8	-15	-1	4	1	-5	-1	-7	0	-0.4
COc1ccc([N+](=O)[O-])cc1C(=O)C(=O)c1ccccc1	-1.7	-10	-2	-4	0	12	1	-10	-2	0.3
CCO[C@@H]1OC(C(=O)Nc2ccccc2)=C[C@H](c2csc3ccccc23)[C@H]1CCCO	1.1	-50	-4	-8	5	10	-2	-4	-9	-0.1
CC(C)(C)c1cc(=O)n(-c2ccccc2)[nH]1	-1.2	8	4	-4	2	13	-10	-7	-1	0.1
Cc1ccc(NC(=O)C(C)c2ccc(-c3ccccc3)c(F)c2)cc1 (stereo not drawn)	-1.8	15	-12	-2	-1	-12	-3	-6	-26	-0.9

A stretch of the results above:
SMILES	C-LANA FP	SR-BI DiI-HDL act	DAGLB inh	RTF Ca sens inh	cardiac RTF act	Rtt109 Vps75	Keap1-Nrf2 PPI	PKA-R2B activ	CAL PDZ FP-1	CAL PDZ FP-2
COc1ccc([N+](=O)[O-])cc1C(=O)C(=O)c1ccccc1	-1.7	-10	-2	-4	0	12	1	-10	-2	0.3
CCO[C@@H]1OC(C(=O)Nc2ccccc2)=C[C@H](c2csc3ccccc23)[C@H]1CCCO	1.1	-50	-4	-8	5	10	-2	-4	-9	-0.1
CC(C)(C)c1cc(=O)n(-c2ccccc2)[nH]1	-1.2	8	4	-4	2	13	-10	-7	-1	0.1
Cc1ccc(NC(=O)C(C)c2ccc(-c3ccccc3)c(F)c2)cc1 (stereo not drawn)	-1.8	15	-12	-2	-1	-12	-3	-6	-26	-0.9
